Assay outcomes (PubChem)
B2AR arrestin ag: beta-arrestin recruitment by human beta2-adrenergic receptor ligands; P07550; HTLA Tango cells, beta-arrestin recruitment, luciferase luminescence, 18 h; Potency, µM (doses to about 46.1 µM), for the others: at the highest dose activation, hits mostly activators; 44,000 tested, under 10 active; AID 1347077;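 further: potency means the concentration at half of the fitted maximal effect; 0% = DMSO and full agonism = EC100 isoproterenol or metaproterenol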
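Tango cells expressing recombinant beta2-AR and beta-arrestin were treated with compounds (up to 46 microM titration) in DMEM with 1% FBS for 18 hr at 37 degrees C. Beta-arrestin recruitment drove tTA-dependent luciferase, read by luminescence; curves were fitted and classed.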
p53null 32C kill: p53 null cell cytotoxicity, permissive temperature; Potency, µM (series often up to 46.1 µM), for the others: at the highest dose activity change, negative = cytotoxicity, hits mostly cytotoxic; AID 903; H1299-neo p53 null cells, ATP luminescence, 24 h, 32C; 55,000 tested, 0.62% active;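 further: potency means the concentration at half of the fitted maximal effect; 0% = DMSO only and -100% = full killing by 100 µM tamoxifen; nearly all actives have a fitted effect of over 55% in size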
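Cytotoxicity: H1299-neo (no p53), 32C, 24 h treatment. Concentrations up to 46 uM. Readout cellular ATP, luminescence. Normalization to DMSO basal and tamoxifen 100 uM maximal kill.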
PTAP-TSG101 blk: inhibitors of HIV-1 PTAP binding to human TSG101, validation; Q99816; Fluorescence polarization, FITC-PTAP peptide/Tsg101, 20 min; Potency, µM (series often up to 115 µM), inactives show top-dose activity change, negative = inhibition, hits mostly inhibitors; 44,000 tested, under 10 active; AID 1347069; further: potency means the concentration at half of the fitted maximal effect; 0% is about no effect
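Fluorescence polarization: Tsg101 binding domain (10 uM final) in 10 mM HEPES pH 7.5, 0.15 M NaCl, 0.01% Tween 20, 3 mM EDTA, 0.1 mM TCEP; compounds pinned; FITC-PTAP peptide 50 nM final; 20 min, r.t.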
FH mod: Identification of activators of human fumarate hydratase by quantitative high-throughput screening | Fumarate hydratase, mitochondrial (Homo sapiens), P07954 | FH coupled MDH/diaphorase resazurin fluorescence, 15 min | Potency, µM (highest dose often 79.9 µM), without a hit: top-dose activity change, negative = inhibition, most hits filed as inhibitors | 54,000 tested, 0.22% active | AID 1347055, 2019; further: potency means the concentration at half of the fitted maximal effect; on the % scale 0 is the no-effect control and ±100 the full control effect; the screen sought activators but most active calls are inhibition curves; nearly all actives have a fitted effect of over 45% in size
Target sequence (P07954 whole entry, looked up): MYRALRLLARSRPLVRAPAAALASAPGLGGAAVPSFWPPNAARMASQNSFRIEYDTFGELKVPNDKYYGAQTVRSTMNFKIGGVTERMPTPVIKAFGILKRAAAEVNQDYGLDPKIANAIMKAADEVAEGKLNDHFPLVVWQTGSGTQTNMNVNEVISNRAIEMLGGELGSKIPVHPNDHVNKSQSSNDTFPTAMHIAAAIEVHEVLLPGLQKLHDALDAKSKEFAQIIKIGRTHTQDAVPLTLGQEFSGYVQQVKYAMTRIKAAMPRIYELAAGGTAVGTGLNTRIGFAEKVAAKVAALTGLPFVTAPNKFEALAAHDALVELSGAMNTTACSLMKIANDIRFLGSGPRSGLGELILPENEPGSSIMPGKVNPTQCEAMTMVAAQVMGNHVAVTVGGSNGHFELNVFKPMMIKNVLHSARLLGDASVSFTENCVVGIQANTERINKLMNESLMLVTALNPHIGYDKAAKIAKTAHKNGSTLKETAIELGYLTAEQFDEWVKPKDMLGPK
p53null 39C tox: selectivity test: cytotoxicity in p53 null cells, nonpermissive temperature; H1299 p53-null (neo) cells, 39C, ATPlite viability, 24 h; Potency, µM (series often up to 46.1 µM), inactives show at the top dose activity, negative = cell killing, usual class: cytotoxic; 55,000 tested, 0.97% active;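 further: potency means the concentration at half of the fitted maximal effect; 0% = DMSO only and -100% = full killing by 100 µM tamoxifen; nearly all actives have a fitted effect of over 50% in size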
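Temperature-shift cytotoxicity format: compound titrations on p53-null or A138V-expressing H1299 cells held 24 hr at 39C, cell ATP then measured, AC50 from Hill model.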
GALK inh: inhibits human galactokinase; P51570; recombinant GALK, Kinase-Glo ATP luminescence, 1 h; Potency, µM (series often up to 57.5 µM), for the others: at the top dose activity, negative = inhibition, most hits filed as inhibitors; 44,000 tested, under 10 active; AID 1347072;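 further: plate controls were full GALK reaction for no effect and reaction lacking GALK for full effect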
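Luminescent ATP-depletion readout (Kinase-Glo Plus, 10 min) after 1 h RT reaction of 5 nM GALK, 35 uM ATP, 100 uM galactose, pH 8.0 HEPES buffer. Decreased kinase activity scored as inhibition.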
NTMT1 inhibitor: blocks human N-terminal methyltransferase 1 activity; NTMT1 MTase-Glo SAH luminescence, purified enzyme; 59,000 tested, 2.5% active; Q9BV86; Potency, µM (top dose mostly 114 µM), for inactives: top-dose activity change, negative = inhibition, hits mostly inhibitors;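 further: potency means the concentration at half of the fitted maximal effect; plate controls were DMSO vehicle for no effect and no enzyme for full effect; nearly all actives have a fitted effect of over 65% in size; many of its hits are not listed in these tables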
Target sequence (Q9BV86 whole entry, looked up): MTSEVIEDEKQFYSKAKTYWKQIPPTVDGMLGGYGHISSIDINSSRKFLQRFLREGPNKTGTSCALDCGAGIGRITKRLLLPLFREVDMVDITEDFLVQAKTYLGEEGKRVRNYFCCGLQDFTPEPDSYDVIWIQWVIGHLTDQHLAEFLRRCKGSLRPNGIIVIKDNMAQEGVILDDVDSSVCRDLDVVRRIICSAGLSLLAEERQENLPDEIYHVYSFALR
An asterisk follows results filed as active; ? = inconclusive; nt = not tested or not shown; [ ] = another dose, or the depositor's remark. The call rests on the fitted dose curve; in most records, active means well fitted curve in the direction sought with a large enough effect; inconclusive means small, poorly fitted or top-dose-only effect, or another doubt; inactive means no such curve, though single readings can be large; an effect the other way counts as inactive or inconclusive. The list is partial; the hit share may differ from the screen's.

Values run as follows: B2AR arrestin ag, p53null 32C kill, PTAP-TSG101 blk, FH mod, p53null 39C tox, GALK inh, NTMT1 inhibitor
- CN(C)S(=O)(=O)c1ccc2c(c1)N(CC(=O)N1CCCCC1)CCS2
→ 0%, -3%, -6%, -8%, -1%, -1%, 9%
- Cc1c(Cl)cccc1Nc1sc(C(=O)c2ccccc2)c(N)c1S(=O)(=O)c1ccccc1
→ -1%, 10%, 3%, -13%, 0%, -10%, 8%
- O=C(NCCc1ccc(Cl)cc1)C(=O)NCC(c1ccco1)S(=O)(=O)c1ccc(Cl)cc1 (stereo unspecified)
→ -4%, -7%, -2%, 1%, 10%, -7%, -18%
- CCCN(CCC)C(=O)C(Cc1ccccc1)NS(=O)(=O)c1ccc2c(c1)c(=O)n(C)c(=O)n2C (stereo unspecified)
→ -1%, -4%, -2%, -1%, -14%, 17%, -6%
- CCOc1ccc(CCNC(=O)CCCc2nnc3n(CC)c(=O)c4sccc4n23)cc1OCC
→ -2%, -1%, -5%, 2%, -15%, 7%, 8%
- O=C(c1ccc([N+](=O)[O-])cc1)N1CCN(c2ccc(Nc3ccccc3)nn2)CC1
→ -3%, 44%[activator], 0%, 0%, 4%, 1%, -7%
- Cc1nc2ccc(S(=O)(=O)NCC(=O)NCc3ccc(Cl)cc3)cc2s1
→ -3%, 6%, -2%, 4%, -4%, 6%, 13%
- CCOC(=O)c1c(NC(C)=O)c2c3c(sc2n1Cc1nc(-c2ccccc2Cl)oc1C)CCCC3
→ 0%, 2%, 1%, 3%, -2%, 3%, 6%
- Cc1c2cnn(CC(=O)N3CCCCC3)c(=O)c2c(C)n1Cc1ccc(F)cc1
→ -2%, 2%, -10%, -11%, -8%, -2%, -1%
- Cc1cc(NC(=O)c2cnn(-c3ccccc3)c2-n2cccc2)ccc1Br
→ -4%, 4%, 0%, -30%, -25%, 0%, 12%
- Cc1cc(-c2ccc(C)c(S(=O)(=O)N3CCOc4ccc(Cl)cc43)c2)on1
→ -1%, -5%, 16%, -41%, 1%, 5%, -6%
- CN(Cc1ccccc1)C(=O)Nc1ccc2c(c1)N(C)C(=O)c1ccccc1S2
→ -3%, ?, -8%, -33%, ?, 3%, -9%
- Cc1nnc(N2CCN(C(=O)Nc3cc(F)ccc3F)CC2)c2nn(-c3ccc(Cl)cc3)c(C)c12
→ 3%, ?, 4%, -4%, ?, -1%, 11%
- CCOC(=O)c1[nH]c2c(c1Cc1ccccc1OC)C(=O)CC(c1ccc(OC)cc1)C2 (stereo unspecified)
→ -1%, 3%, 0%, -13%, -10%, 3%, 7%
- Cc1cc(C)cc(C(=O)Nc2ccc(-c3nc4ncccc4o3)cc2)c1
→ 0%, -3%, 3%, -12%, ?, 0%, ?

Values run as follows: B2AR arrestin ag, p53null 32C kill, PTAP-TSG101 blk, FH mod, p53null 39C tox, GALK inh, NTMT1 inhibitor
- Cc1ccc(C)c(NC(=O)Cn2cc(C(=O)c3ccc(Cl)cc3)c(=O)c3ccc(C)nc32)c1
→ 0%, 12%, 1%, 1%, 6%, 0%, -6%
- COc1cc(NC(=O)Cn2c(=O)ccc3cc(S(=O)(=O)N4CCCC4)ccc32)cc(OC)c1
→ 6%, 8%, 0%, -15%, 24%, 1%, ?
- COc1cccc(CNc2ccc3c(c2)ncn3C)c1OC
→ -2%, -3%, -1%, ?, -11%, -2%, ?
- COc1ccc(NC(=O)c2nnn(-c3ccc(C(C)C)cc3)c2C)c(OC)c1
→ -3%, 2%, 1%, ?, -10%, 3%, -6%
- COc1ccc(N(CC(=O)NCCc2ccc(C)cc2)S(=O)(=O)c2c(C)nn(C)c2C)cc1
→ 0%, 15%, -7%, -1%, -5%, -1%, 20%
- Cn1ccc2cc(S(=O)(=O)N3CCN(C(=O)Nc4cccc(F)c4)CC3)ccc21
→ 6%, 5%, -5%, -16%, 0%, ?, 7%
- CCc1nnc(NC(=O)c2nc(S(=O)(=O)Cc3cccc(C)c3)ncc2Cl)s1
→ -1%, 53%[activator], -3%, 17%, ?, 2%, -2%
- CCCN(CCC)CCNC(=O)Cn1cc2c(n1)-c1c(oc(C(=O)N3CCCC3)c1C)CC2
→ 22µM*, 3%, -3%, -2%, -14%, 1%, -3%
- O=C(Cn1nc(Cc2cccnc2)c2ccccc2c1=O)N1CCN(c2ccccc2F)CC1
→ 0%, -2%, 1%, 6%, -9%, 9%, 5%
- Cc1nc2nc(C)c(CCC(=O)NCc3ccccc3)c(C)n2n1
→ 1%, -5%, -4%, -9%, -6%, 8%, 6%
- COc1cccc(CC(=O)Nc2c(C(=O)N3CCN(c4ccccc4)CC3)oc3ccccc23)c1
→ -2%, -2%, 0%, -16%, -9%, 3%, 8%
- CCOc1ccc(CNC(=O)CCS(=O)(=O)c2cc3c4c(c2)CCN4C(=O)CC3)cc1OC
→ 3%, -7%, 0%, 4%, 15%, -2%, -7%
- CCc1ccc(S(=O)(=O)c2nnn3c2nc(N2CCN(c4ccccc4)CC2)c2cc(Cl)ccc23)cc1
→ -1%, 0%, 0%, -1%, -19%, 6%, 12%
- Cc1ccc2c(n1)sc1c(=O)n(-c3cccc(C(F)(F)F)c3)nnc12
→ 8%, 2%, -3%, 9%, 25%, -1%, -1%
- Cc1cccc(-c2nc3cc(NC(=O)Cc4ccc(Cl)cc4)ccc3o2)c1
→ 0%, -6%, 0%, 1%, -9%, 0%, 0%

Values run as follows: B2AR arrestin ag, p53null 32C kill, PTAP-TSG101 blk, FH mod, p53null 39C tox, GALK inh, NTMT1 inhibitor
- COc1cccc(OC)c1C(=O)Nc1ccc2c(c1)N(C(C)=O)CCC2
→ 0%, -3%, -1%, 3%, -13%, 0%, -13%
- Cc1cccc(C)c1NC(=O)C(NS(=O)(=O)c1ccc2c(c1)CCC(=O)N2)c1ccccc1 (stereo unspecified)
→ 0%, -3%, -8%, -1%, -24%, 6%, -2%
- CCc1ccc(-c2nn(CC(=O)NC3CCCC3)c3c2cnc2ccc(C)cc23)cc1
→ 0%, -2%, 3%, -4%, -14%, -2%, -8%
- CCCC(=O)N1CC(=O)Nc2ccc(Cl)cc2C1c1ccc(F)cc1 (stereo unspecified)
→ 1%, -10%, -3%, 3%, 2%, 0%, -1%
- COc1cc(-c2cc(OC)c3c(C)oc(C)c3c(=O)c2)ccc1OC(=O)c1cccc(Cl)c1
→ -3%, 1%, 0%, -16%, 22%, -2%, -3%
- Cc1ccccc1-c1nn2c(=O)cc(CN3CCN(C(=O)/C=C/c4ccccc4)CC3)nc2s1
→ 1%, 2%, -4%, -38%, 8%, 2%, 3%
- CCCOc1ccc(NC(=O)CC2C(=O)N(c3ccccc3)C(=O)N2CCC(C)C)cc1 (stereo unspecified)
→ 0%, 1%, -1%, nt, 21%, 1%, nt
- Cc1c(Cl)cccc1NC(=O)CN1C(=O)CCn2nc(-c3cccn3C)cc21
→ 3%, 2%, 1%, -10%, -23%, 4%, 7%
- CCOC(=O)C1=C(CN2CCCCC2)NC(=O)NC1c1ccc(C)cc1 (stereo unspecified)
→ 1%, 10%, -3%, -6%, -15%, 1%, -18%
- O=S(=O)(Nc1ccc2oc3c(c2c1)CCCC3)c1cc(Cl)ccc1Cl
→ 0%, 79%[activator], -2%, ?, 37%[activator], 2%, 5%
- CCC(Oc1ccccc1)C(=O)Nc1cc(-c2ccccc2F)nn1-c1ccccc1 (stereo unspecified)
→ -1%, 2%, -1%, ?, 25%, 2%, 3%
- Cc1ccc(NC(=O)c2cc3c(-c4ccccc4)nn(-c4ccccc4)c3s2)cc1
→ -1%, -1%, 0%, -1%, -10%, 0%, 2%
- Cc1ccc(N(CC(=O)Nc2cccc(F)c2)S(=O)(=O)c2cccs2)cc1
→ 0%, 0%, -1%, -4%, -14%, 0%, -2%
- Cc1nn(CC(=O)O)c(=O)c2cc3cc(F)ccc3n12
→ 1%, -1%, -2%, -20%, -2%, 5%, 1%
- CCOC(=O)c1noc2ncn(CC(=O)Nc3ccccc3OC)c(=O)c12
→ 0%, 10%, 9%, 1%, 1%, -1%, 8%

Five consecutive compounds out of the list so far, quoted:
Values run as follows: B2AR arrestin ag, p53null 32C kill, PTAP-TSG101 blk, FH mod, p53null 39C tox, GALK inh, NTMT1 inhibitor
- Cc1ccccc1-c1nn2c(=O)cc(CN3CCN(C(=O)/C=C/c4ccccc4)CC3)nc2s1
→ 1%, 2%, -4%, -38%, 8%, 2%, 3%
- CCCOc1ccc(NC(=O)CC2C(=O)N(c3ccccc3)C(=O)N2CCC(C)C)cc1 (stereo unspecified)
→ 0%, 1%, -1%, nt, 21%, 1%, nt
- Cc1c(Cl)cccc1NC(=O)CN1C(=O)CCn2nc(-c3cccn3C)cc21
→ 3%, 2%, 1%, -10%, -23%, 4%, 7%
- CCOC(=O)C1=C(CN2CCCCC2)NC(=O)NC1c1ccc(C)cc1 (stereo unspecified)
→ 1%, 10%, -3%, -6%, -15%, 1%, -18%
- O=S(=O)(Nc1ccc2oc3c(c2c1)CCCC3)c1cc(Cl)ccc1Cl
→ 0%, 79%[activator], -2%, ?, 37%[activator], 2%, 5%

(list continues)
Values run as follows: B2AR arrestin ag, p53null 32C kill, PTAP-TSG101 blk, FH mod, p53null 39C tox, GALK inh, NTMT1 inhibitor
- Cc1ccc(C)c2sc(NC(=O)c3ccc(S(=O)(=O)N4CCC(C)CC4)cc3)nc12
→ -1%, 6%, 0%, -28%, -13%, 0%, ?
- N#C/C(=C\c1cccc(F)c1)c1nc(-c2cc3ccccc3oc2=O)cs1
→ 0%, -2%, -6%, -4%, 24%, 2%, -6%
- CC1=C(C(=O)OCC2CCCCC2)C(c2ccccc2F)CC(=O)N1 (stereo unspecified)
→ -2%, -3%, 2%, 8%, 3%, 2%, 6%
- Cc1cc(NC(=O)NCc2ccc3c(c2)CCN3C(=O)c2ccccc2)ccc1Br
→ 0%, 0%, 1%, -25%, 20%, 2%, -2%
- CCN(c1ccc(C)cc1C)S(=O)(=O)c1nnc(NC(=O)c2ccc(F)cc2)s1
→ 0%, 5%, 2%, -11%, -28%, 2%, 4%
- CC(=O)N1CCc2cc(Br)cc(S(=O)(=O)CCC(=O)NCc3ccc(F)cc3)c21
→ 0%, -6%, -8%, 2%, 10%, -6%, -29%

5 compounds from above, showing only PTAP-TSG101 blk and B2AR arrestin ag.
smiles	PTAP-TSG101 blk	B2AR arrestin ag
Cc1ccc(C)c2sc(NC(=O)c3ccc(S(=O)(=O)N4CCC(C)CC4)cc3)nc12	0%	-1%
CC1=C(C(=O)OCC2CCCCC2)C(c2ccccc2F)CC(=O)N1 (stereo unspecified)	2%	-2%
N#C/C(=C\c1cccc(F)c1)c1nc(-c2cc3ccccc3oc2=O)cs1	-6%	0%
CCN(c1ccc(C)cc1C)S(=O)(=O)c1nnc(NC(=O)c2ccc(F)cc2)s1	2%	0%
Cc1cc(NC(=O)NCc2ccc3c(c2)CCN3C(=O)c2ccccc2)ccc1Br	1%	0%
